PfHsp90 set2 – growth inhibition of yeast expressing Plasmodium Hsp90 | AID 504621 | inhibition, % at 9.4 µM | 0.32% of 310,000 active | S. cerevisiae expressing PfHsp90, BacTiter-Glo ATP, 48 h; yeast lacking PDR1 and PDR3 efflux regulators;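 active = every replicate shows inhibition above about 80%, whatever the replicate mean, limit read from the data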;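 note: 0% = DMSO neutral controls and 100% = 20 µM radicicol positive controls; yeast relying on Plasmodium falciparum Hsp90 in place of its own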
Rtt109 HAT inh – inhibitors of Candida albicans Rtt109/Vps75 histone acetyltransferase; purified Rtt109/Vps75, ThioGlo CoA-SH fluorescence, 4 h; 0.16% of 330,000 active; Q5AAJ8; AID 540336; inhibition, % at 34.9 µM;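 active = inhibition of at least 50% in every replicate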
Target sequence (Q5AAJ8 whole entry, looked up): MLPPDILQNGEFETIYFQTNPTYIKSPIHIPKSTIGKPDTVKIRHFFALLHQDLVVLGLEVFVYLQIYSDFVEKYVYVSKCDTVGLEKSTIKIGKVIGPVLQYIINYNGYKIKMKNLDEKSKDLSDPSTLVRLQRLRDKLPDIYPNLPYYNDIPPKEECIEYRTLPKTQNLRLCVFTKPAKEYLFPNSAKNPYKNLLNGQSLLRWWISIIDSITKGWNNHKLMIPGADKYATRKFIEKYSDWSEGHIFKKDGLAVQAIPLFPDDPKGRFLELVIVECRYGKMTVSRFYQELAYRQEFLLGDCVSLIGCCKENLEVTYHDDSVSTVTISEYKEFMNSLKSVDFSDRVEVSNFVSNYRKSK
NSD2 HMT inh – NSD2 (human) methyltransferase inhibition. O96028. NSD2 peptide methylation, AlphaScreen, 120 min. inhibition, % at 12.5 µM. 0.54% of 310,000 active; in the data active = inhibition above about 50%
SR-BI DiI-HDL act – activators of SR-BI mediated HDL lipid uptake. AID 504775. 0.096% of 320,000 active. activation, % at 12.5 µM. CHO ldlA[mSR-BI] cells, DiI-HDL uptake fluorescence, 3 h; 100 = double the neutral-control signal;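 active = mean replicate activation of at least 60% and every replicate at or above 60%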;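 note: 0% = median plate neutral-control signal and 100% = twice that signal; values of inactives mirror those of a sister screen read the other way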
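Material: SR-BI-overexpressing, LDLR-lacking CHO cells; schedule: compound exposure 3 h, 37 °C; reagent: DiI-labelled HDL at 10 µg/mL final; technique: bottom-read fluorescence, 550/595 nm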
PvdQ inh – P. aeruginosa PvdQ acylase inhibition. AID 488965. purified PvdQ acylase, fluorescence plate reader. 0.063% of 340,000 active. inhibition, % at 10 µM; in the data active = inhibition above about 30%, passing the limit was not always enough;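 note: 0% = vehicle neutral wells and 100% = reference inhibitor wells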
MITF act – increases MITF-driven TRPM1 promoter luciferase signal. 0.75% of 300,000 active. SK-MEL-5 TRPM1-promoter luciferase, 24 h; % of positive control, neutral wells = 0. activation, % at 12.5 µM. AID 588334;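 active = mean activation of at least 80% with every replicate also reaching 80%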;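 note: 0% = neutral control wells and 100% = parthenolide positive control wells; values of inactives mirror those of a sister screen read the other way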
CAL PDZ FP-1 – blocks peptide binding to the human CAL PDZ domain; Q9HD26; purified CAL PDZ, TMR-peptide fluorescence polarization, 1 h; inhibition, % at 24.9 µM; 0.92% of 300,000 active; AID 602252;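 active = mean inhibition of at least 30% with at least half of replicates also reaching 30%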;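 note: 0% = DMSO neutral control and 100% = excess unlabeled competitor peptide PRC23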
CAL PDZ FP-2 – inhibitors of human CAL PDZ peptide binding. Q9HD26. inhibition, % at 20 µM. AID 504414. purified CAL PDZ, TMR-peptide fluorescence polarization, 1 h. 0.02% of 330,000 active;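 active = highest replicate inhibition of at least 40%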;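 note: plate controls were DMSO neutral control wells for no effect and unlabeled competitor peptide control wells for full effect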
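Material: tagged CAL PDZ domain; buffer or medium: 25 mM sodium phosphate pH 7.4, 150 mM NaCl, TCEP, IgG, Thesit; compound dosing: single point, 20 µM; schedule: 1 h incubation at room temperature before polarization reading; measured by: FP readout, S and P plane fluorescence; read-out basis: percent inhibition from loss of millipolarization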
dFosB act – enhances mouse delta FosB homodimer DNA binding; P13346; purified delta FosB, TAMRA-CDK5 oligo fluorescence polarization; percent of positive-control signal above neutral wells; activation, % at 25 µM; 0.99% of 340,000 active;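 active = mean activation above about 17%, with every replicate also reaching it, limit read from the data, passing the limit was not always enough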;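 note: fluorescence polarization rise as delta FosB binds a TAMRA Cdk5 AP-1 oligo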
SR-BI HDL uptake – mouse SR-BI HDL lipid transfer inhibition; Q61009; ldlA[mSR-BI] CHO cells, DiI-HDL uptake fluorescence, 3 h; inhibition, % at 12.5 µM; 0.96% of 320,000 active; AID 488896;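 active = mean replicate inhibition of at least 70% and a set share of replicates each scoring 70 or more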;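 note: 0% = median of neutral control wells and 100% = median of positive control wells; values of inactives mirror those of a sister screen read the other way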
Target sequence (Q61009 whole entry, looked up): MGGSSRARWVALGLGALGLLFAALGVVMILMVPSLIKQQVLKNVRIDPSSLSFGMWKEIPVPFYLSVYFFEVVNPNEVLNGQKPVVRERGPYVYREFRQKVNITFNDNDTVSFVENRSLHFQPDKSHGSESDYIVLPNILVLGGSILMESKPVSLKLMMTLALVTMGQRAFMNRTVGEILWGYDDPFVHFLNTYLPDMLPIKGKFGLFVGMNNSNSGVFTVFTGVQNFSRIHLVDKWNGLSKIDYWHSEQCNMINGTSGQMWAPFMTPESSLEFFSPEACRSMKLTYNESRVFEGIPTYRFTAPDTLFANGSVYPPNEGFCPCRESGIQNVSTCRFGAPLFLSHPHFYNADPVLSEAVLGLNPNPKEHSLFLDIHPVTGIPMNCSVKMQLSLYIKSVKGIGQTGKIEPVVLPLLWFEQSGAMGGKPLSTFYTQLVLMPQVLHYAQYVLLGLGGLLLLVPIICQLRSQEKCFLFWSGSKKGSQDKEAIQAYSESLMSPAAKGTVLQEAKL
Numbers without * were called inactive; x = not tested or not shown.

Every second line gives: PfHsp90 set2 | Rtt109 HAT inh | NSD2 HMT inh | SR-BI DiI-HDL act | PvdQ inh | MITF act | CAL PDZ FP-1 | CAL PDZ FP-2 | dFosB act | SR-BI HDL uptake
- Nc1nc(SCC(=O)c2c(N)n(Cc3ccccc3)c(=O)[nH]c2=O)n[nH]1
→ -16 | -6 | -3 | x | -16 | -4 | -6 | -3.0 | -4 | x
- CCn1c(SCC(=O)OC)nnc1-c1ccc(C)cc1
→ -20 | -25 | -2 | 15 | -21 | 0 | -5 | -0.7 | 5 | -15
- COc1ccc(C(=O)C2CCCN(Cc3sc(N4CCCC4)nc3Cl)C2)c(OC)c1 (stereo unspecified)
→ 36 | 13 | 0 | -6 | 0 | -17 | -2 | -2.8 | -6 | 6
- COc1cc(C(=O)OCC(=O)Nc2ccc(OC(F)F)cc2)cc(OC)c1OC
→ -1 | 1 | -5 | 21 | -10 | 1 | -9 | 0.1 | -15 | -21
- COC(=O)C1C2C=CC3(CN(Cc4cccs4)C(=O)C13)O2 (stereo unspecified)
→ -9 | 3 | 1 | 18 | 25 | -2 | -1 | 0.3 | 0 | -18
- CC1CCC(NC(=O)CCNC(=O)c2ccccc2)CC1 (stereo unspecified)
→ -21 | 1 | -4 | 22 | -6 | 1 | -2 | -2.0 | -5 | -22
- Cn1ccsc1=NC(=O)c1ccc(Cl)c([N+](=O)[O-])c1
→ 10 | 5 | -1 | -19 | -12 | 56 | -8 | 0.7 | -13 | 19
- COc1cccc(CC2(CO)CCN(Cc3ccc4cccc(F)c4n3)CC2)c1
→ 18 | -5 | -1 | 8 | 0 | -7 | -5 | -1.9 | -8 | -8
- CC1(C)OC(=O)C(=Cc2ccc[nH]2)C(=O)O1
→ 12 | 4 | 2 | 13 | -9 | -3 | -2 | -1.7 | -11 | -13
- CCC(=O)N1CCc2cc(Br)cc(S(=O)(=O)CCC(=O)NCc3ccco3)c21
→ x | 3 | x | -3 | -13 | x | -3 | -1.1 | -2 | 3
- CC(=O)NC12CC3CC(C1)CC(C(=O)N1CCN(S(=O)(=O)c4cccc([N+](=O)[O-])c4)CC1)(C3)C2
→ -4 | -12 | 1 | 29 | -15 | 5 | -10 | -0.8 | -6 | -29
- CCOc1cccc(/C=N/Nc2nc(N3CCCC3)nc(N3CCCC3)n2)c1O
→ 7 | -2 | 0 | -27 | -11 | 7 | 0 | -1.9 | -6 | 27
- O=C1C(=O)N(CCS(=O)(=O)c2ccccc2)c2ccccc21
→ -1 | -15 | 6 | 0 | -17 | -7 | -1 | -1.4 | -3 | 0
- CC(C)(C)OC(=O)N1CCN(C(=O)c2[nH]cnc2C(=O)Nc2nccs2)CC1
→ 8 | -2 | x | 21 | -1 | 18 | -1 | -0.2 | 9 | -21
- CC(=O)Oc1cc2c3c(c1)/C(=C1/SC(=S)NC1=O)C(=O)N3C(C)(C)C=C2C
→ -7 | 3 | 39 | -15 | -8 | -3 | -2 | 0.9 | -14 | 15
- CCCC(=N)C1=C(O)CC(CC(C)SCC)CC1=O (stereo unspecified)
→ -4 | 0 | 0 | 24 | -15 | 6 | -3 | x | 8 | -24
- CCCn1c(N)c(C(=O)CSc2nnc(Cc3ccccc3)o2)c(=O)n(C)c1=O
→ -93 | -17 | -3 | -10 | -11 | -14 | -6 | -1.5 | -13 | 10
- CC1C(C#N)=C(N)OC2=C1C(=O)CCC2 (stereo unspecified)
→ 23 | -14 | 0 | 15 | -9 | -10 | -8 | -0.2 | -1 | -15
- Cc1ccc2oc(=O)c3cnn(CC(=O)N(CCCN4CCOCC4)Cc4ccco4)c3c2c1
→ 13 | 13 | x | 24 | 2 | -2 | x | -1.6 | -9 | -24
- Cc1c(N)cc[n+](CC(=O)c2ccccc2)c1C
→ -4 | -3 | -5 | 1 | -28 | -17 | -3 | -2.1 | -9 | -1
- CN(C)S(=O)(=O)N1CCN(c2ccc([N+](=O)[O-])c(N3CCCCC3)c2)CC1
→ 24 | -2 | 4 | -7 | 11 | 6 | 0 | x | -6 | 7
- O=C(CCCn1c(=S)[nH]c2cc3c(cc2c1=O)OCO3)N1CCN(c2ccccc2F)CC1
→ -3 | -3 | 18 | 10 | -6 | x | -3 | -1.3 | -1 | -10
- Cc1cc(Br)ccc1NC(=O)CN(C)C(=O)c1ccc(-n2cncn2)c([N+](=O)[O-])c1
→ 2 | 8 | 0 | -3 | 8 | -16 | -2 | -0.1 | -7 | 3
- Cc1oc2ccc(O)c(CN3CCOCC3)c2c1C(=O)c1ccc(Cl)cc1
→ 25 | 8 | 6 | 9 | -3 | 3 | 2 | -0.8 | -8 | -9
- COc1ccc(CCNC(=O)Cc2cccs2)cc1OC
→ -1 | -3 | 0 | -9 | 12 | 1 | -3 | -0.5 | 3 | 9
- C#CCN1C=CC(=O)[C@@H](OC(=O)Nc2ccccc2Br)[C@H]1c1ccccc1Br
→ 19 | 3 | x | 15 | -2 | 1 | -8 | 0.5 | -6 | -15
- COc1nc(OC)nc(N2CCC(C(=O)NCC3CCCCC3)CC2)n1
→ -7 | 4 | 0 | 18 | 5 | x | -3 | 0.2 | -1 | -18
- COc1ccccc1C/C(N)=N/OC(=O)COc1cccc(C)c1
→ -3 | 3 | -7 | -16 | 0 | 2 | -5 | -0.2 | 3 | 16
- COc1cc2[nH]c(=S)nc(NCCc3ccc(S(N)(=O)=O)cc3)c2cc1OC
→ -13 | 6 | 1 | -31 | -13 | 3 | 8 | -4.7 | 13 | 31
- CCc1ccc(NC(=O)c2noc(C(C)C)c2[N+](=O)[O-])cc1
→ -27 | -4 | 1 | 3 | -13 | -5 | -5 | -4.0 | -2 | -3

Continued (six carried over from the part before).
Every second line gives: PfHsp90 set2 | Rtt109 HAT inh | NSD2 HMT inh | SR-BI DiI-HDL act | PvdQ inh | MITF act | CAL PDZ FP-1 | CAL PDZ FP-2 | dFosB act | SR-BI HDL uptake
- COc1ccc(CCNC(=O)Cc2cccs2)cc1OC
→ -1 | -3 | 0 | -9 | 12 | 1 | -3 | -0.5 | 3 | 9
- C#CCN1C=CC(=O)[C@@H](OC(=O)Nc2ccccc2Br)[C@H]1c1ccccc1Br
→ 19 | 3 | x | 15 | -2 | 1 | -8 | 0.5 | -6 | -15
- COc1nc(OC)nc(N2CCC(C(=O)NCC3CCCCC3)CC2)n1
→ -7 | 4 | 0 | 18 | 5 | x | -3 | 0.2 | -1 | -18
- COc1ccccc1C/C(N)=N/OC(=O)COc1cccc(C)c1
→ -3 | 3 | -7 | -16 | 0 | 2 | -5 | -0.2 | 3 | 16
- COc1cc2[nH]c(=S)nc(NCCc3ccc(S(N)(=O)=O)cc3)c2cc1OC
→ -13 | 6 | 1 | -31 | -13 | 3 | 8 | -4.7 | 13 | 31
- CCc1ccc(NC(=O)c2noc(C(C)C)c2[N+](=O)[O-])cc1
→ -27 | -4 | 1 | 3 | -13 | -5 | -5 | -4.0 | -2 | -3
- O=C(COC(=O)c1cnccn1)Nc1ccccc1-c1ccccc1
→ -3 | -1 | -3 | -4 | -5 | 3 | x | -0.6 | -2 | 4
- O=C(CNS(=O)(=O)c1cccc2nonc12)NCc1ccc(F)cc1
→ 12 | 3 | x | 0 | -6 | 14 | -4 | 0.2 | 0 | 0
- COc1ccc(C(=O)SC2=NCCS2)cc1
→ 22 | 13 | 0 | 13 | -12 | -4 | 0 | -3.0 | -4 | -13
- CC[N+](CC)(CC)CCOc1cccc(OCC[N+](CC)(CC)CC)c1OCC[N+](CC)(CC)CC
→ -4 | 2 | x | -2 | 14 | -5 | 3 | 0.1 | 1 | 2
- Cc1cc(C)cc(N(CC(=O)NCc2ccco2)C(=O)CCC(=O)Nc2nccs2)c1
→ -23 | 6 | -1 | 4 | 7 | -8 | 0 | -1.1 | -4 | -4
- CN(C)S(=O)(=O)c1ccc(C(=O)N2CCN(S(=O)(=O)c3ccc4c(c3)OCCO4)CC2)cc1
→ 19 | -12 | -1 | 8 | -13 | 6 | 0 | -2.1 | -21 | -8
- NC(=O)c1nsc(C(=O)N(c2ccc(Cl)cc2)C(C(=O)NCC2CCCO2)c2cccs2)c1N (stereo unspecified)
→ -12 | 10 | -2 | 9 | -4 | -3 | -2 | -2.4 | -21 | -9
- COc1ccc(CCNC(=O)C(C)Sc2ccc(C)cc2)cc1OC (stereo unspecified)
→ -8 | 6 | -2 | 3 | 3 | -13 | 2 | -1.6 | -4 | -3
- N#Cc1c(N(CCO)CCO)nc(N)c2c(N)nc3c(c12)CC(=O)N3CC1CCCO1 (stereo unspecified)
→ -21 | 22 | x | x | 8 | 7 | 8 | -1.8 | -7 | x
- CC(C)(C)OC(=O)CNC(=O)c1[nH]cnc1C(=O)N[C@@H](Cc1ccccc1)C(=O)OC(C)(C)C
→ 8 | 5 | x | -12 | -10 | -3 | -3 | -0.5 | -20 | 12
- CSc1ccc(Cl)c(C(=O)OCC(=O)Nc2ccccc2OC(F)F)c1
→ -29 | -3 | -3 | -6 | -1 | -4 | -2 | -2.1 | 2 | 6
- O=C(COC(=O)c1ccc(O)cc1O)c1ccc(Cl)cc1
→ -14 | -2 | 1 | 5 | -8 | 56 | -5 | -2.4 | -15 | -5
- Cc1ccc(OCCOC(=O)c2c(-c3ccccc3)noc2C)cc1
→ 3 | -7 | -12 | 2 | -12 | 1 | x | -0.6 | -12 | -2
- Cc1ccsc1C(=O)N1CCC(CO)(Cc2ccccc2)CC1
→ -2 | -5 | x | -18 | 0 | 0 | x | -0.7 | -9 | 18
- Cc1cc(C(=O)COC(=O)c2ccccc2O)c(C)n1Cc1cccs1
→ 4 | -3 | -1 | -15 | 7 | -89 | -1 | x | -6 | 15
- Cc1ccc(-n2c(-c3ccco3)nc3nc4ccccc4nc32)cc1F
→ x | x | -1 | 5 | 8 | x | -7 | -2.3 | -11 | -5
- CCCNC(=O)Cc1ncn[nH]1
→ 0 | 3 | 1 | 9 | -8 | x | -1 | 0.1 | -4 | -9
- COc1ccccc1C(=O)COC(=O)COc1ccc(C#N)cc1
→ -16 | -3 | 0 | -3 | -6 | -2 | 0 | -1.0 | 6 | 3

Structural class, those above containing a cyano group (three)
Every second line gives: PfHsp90 set2 | Rtt109 HAT inh | NSD2 HMT inh | SR-BI DiI-HDL act | PvdQ inh | MITF act | CAL PDZ FP-1 | CAL PDZ FP-2 | dFosB act | SR-BI HDL uptake
- CC1C(C#N)=C(N)OC2=C1C(=O)CCC2 (stereo unspecified)
→ 23 | -14 | 0 | 15 | -9 | -10 | -8 | -0.2 | -1 | -15
- N#Cc1c(N(CCO)CCO)nc(N)c2c(N)nc3c(c12)CC(=O)N3CC1CCCO1 (stereo unspecified)
→ -21 | 22 | x | x | 8 | 7 | 8 | -1.8 | -7 | x
- COc1ccccc1C(=O)COC(=O)COc1ccc(C#N)cc1
→ -16 | -3 | 0 | -3 | -6 | -2 | 0 | -1.0 | 6 | 3

Screens deposited in PubChem by Broad Institute.
